SW480 rerep: inducers of DNA re-replication in SW480 colon cancer cells; SW480 DNA re-replication, Hoechst DNA content imaging, 48 h; AID 624297; 1.8% of 340,000 active; Potency, µM (titrated, usually from 46.1 µM), for the others: at the highest dose re-replication activation, most hits filed as activators; note: potency is the fitted concentration of half-maximal effect; % of control where 0% means no effect; nearly all actives have a fitted effect of over 55% in size
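Cells (250 per well) received 23 nL compound or DMSO by pin tool and were kept 48 hr at 37 C, 5% CO2. Nuclei were then stained with Hoechst for 40 min and scanned for DNA content.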
HT1080 IDH1KD tx: toxicity to HT-1080 IDH1 knockdown cells (counter line) | HT-1080 IDH1 knockdown viability, ATP luminescence, 48 h | Potency, µM (series often up to 46.1 µM), for the others: at the top dose activity, negative = toxicity, hits mostly cytotoxic | 2% of 360,000 active;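 note: potency is the fitted concentration of half-maximal effect; 0% = DMSO wells and -100% = cell-free medium wells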
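HT-1080-IDH1KD cells (IDH1 knocked down), 750/well in RPMI with 5% FBS, treated with compound 48 h at 37 degrees C. Viability by CellTiter-Glo luminescence, normalised to DMSO and no-cell wells; concentration-response curves classed.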
KB-V1 cytotox: KB-V1 MDR subline cytotoxicity; KB-V1 MDR cells viability, CellTiter-Glo, 72 h; Potency, µM (titrated, usually from 46.1 µM), inactives show at the top dose activity change, negative = cytotoxicity, usual class: cytotoxic; 3.4% of 400,000 active; note: potency is the fitted concentration of half-maximal effect; % is set by controls: 0 for no effect and ±100 for the full control effect; nearly all actives have a fitted effect of over 60% in size
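In this primary screen, KB-V1 cells overexpressing P-gp are incubated with library compounds (lowest to highest concentration) for 72 h at 37 degrees C before a luminescent ATP viability read.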
ATXN2 expr inh: inhibitors of ATXN2 expression | HEK-293 ATXN2-luciferase reporter, luminescence, 24 h | Potency, µM (titrated, usually from 57 µM), for the others: at the highest dose activity change, negative = inhibition, usual class: inhibitors | 0.72% of 360,000 active; note: potency is the fitted concentration of half-maximal effect; % is set by controls: 0 for no effect and ±100 for the full control effect; nearly all actives have a fitted effect of over 55% in size
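ATXN2-luciferase reporter cells (luciferase flanked by upstream and downstream ATXN2 gene portions) were treated 24 h at 37 °C with compounds at up to 57 uM. SteadyGlo luminescence gave expression; GF-AFC fluorescence gave viability.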
IL-1B inflam inh: blocks inflammasome-driven IL-1 beta release; activity change, % at 57.5 µM; THP-1 LPS/ATP IL-1B secretion, AlphaLISA, 16 h; active compounds read low; 4.7% of 360,000 active; in the data active = activity change below about -50%; inconclusive = mostly about -30% to -49%; note: % is set by controls: 0 for no effect and ±100 for the full control effect
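THP-1 cells pretreated 1 hr with compounds (up to 57.5 uM final), then stimulated with LPS (250 ng/mL final) plus ATP (1.25 mM final); secreted IL-1B measured by AlphaLISA after 16 hr, decreased signal indicating inhibition.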
HT1080-NT tox: kills 2HG-producing HT-1080-NT fibrosarcoma cells. HT-1080-NT fibrosarcoma viability, CellTiter-Glo ATP luminescence, 48 h. Potency, µM (series often up to 46.1 µM), for the others: at the top dose activity, negative = less viability, actives largely listed as cytotoxic. 1.6% of 360,000 active. AID 686970;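 note: NT is the 2HG producing partner of a matched IDH1 knockdown line; potency is the fitted concentration of half-maximal effect; 0% = DMSO-treated cells and -100% = media-only wells without cells; nearly all actives have a fitted effect of over 55% in size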
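Viability of the 2HG-overproducing fibrosarcoma line after 48 hours of compound exposure at 37 degrees C was determined by luminescence with CellTiter-Glo, and concentration-effect curves were then fitted and categorized.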
WRN inhibitor: WRN helicase (human) inhibition; Q14191; WRN helicase unwinding, fluorescent forked duplex, kinetic; Potency, µM (highest dose often 114 µM), without a hit: top-dose activity change, negative = inhibition, actives largely listed as inhibitors; 0.46% of 360,000 active; AID 651768; note: potency is the fitted concentration of half-maximal effect; % is set by controls: 0 for no effect and ±100 for the full control effect; nearly all actives have a fitted effect of over 55% in size
Target sequence (Q14191 whole entry, looked up): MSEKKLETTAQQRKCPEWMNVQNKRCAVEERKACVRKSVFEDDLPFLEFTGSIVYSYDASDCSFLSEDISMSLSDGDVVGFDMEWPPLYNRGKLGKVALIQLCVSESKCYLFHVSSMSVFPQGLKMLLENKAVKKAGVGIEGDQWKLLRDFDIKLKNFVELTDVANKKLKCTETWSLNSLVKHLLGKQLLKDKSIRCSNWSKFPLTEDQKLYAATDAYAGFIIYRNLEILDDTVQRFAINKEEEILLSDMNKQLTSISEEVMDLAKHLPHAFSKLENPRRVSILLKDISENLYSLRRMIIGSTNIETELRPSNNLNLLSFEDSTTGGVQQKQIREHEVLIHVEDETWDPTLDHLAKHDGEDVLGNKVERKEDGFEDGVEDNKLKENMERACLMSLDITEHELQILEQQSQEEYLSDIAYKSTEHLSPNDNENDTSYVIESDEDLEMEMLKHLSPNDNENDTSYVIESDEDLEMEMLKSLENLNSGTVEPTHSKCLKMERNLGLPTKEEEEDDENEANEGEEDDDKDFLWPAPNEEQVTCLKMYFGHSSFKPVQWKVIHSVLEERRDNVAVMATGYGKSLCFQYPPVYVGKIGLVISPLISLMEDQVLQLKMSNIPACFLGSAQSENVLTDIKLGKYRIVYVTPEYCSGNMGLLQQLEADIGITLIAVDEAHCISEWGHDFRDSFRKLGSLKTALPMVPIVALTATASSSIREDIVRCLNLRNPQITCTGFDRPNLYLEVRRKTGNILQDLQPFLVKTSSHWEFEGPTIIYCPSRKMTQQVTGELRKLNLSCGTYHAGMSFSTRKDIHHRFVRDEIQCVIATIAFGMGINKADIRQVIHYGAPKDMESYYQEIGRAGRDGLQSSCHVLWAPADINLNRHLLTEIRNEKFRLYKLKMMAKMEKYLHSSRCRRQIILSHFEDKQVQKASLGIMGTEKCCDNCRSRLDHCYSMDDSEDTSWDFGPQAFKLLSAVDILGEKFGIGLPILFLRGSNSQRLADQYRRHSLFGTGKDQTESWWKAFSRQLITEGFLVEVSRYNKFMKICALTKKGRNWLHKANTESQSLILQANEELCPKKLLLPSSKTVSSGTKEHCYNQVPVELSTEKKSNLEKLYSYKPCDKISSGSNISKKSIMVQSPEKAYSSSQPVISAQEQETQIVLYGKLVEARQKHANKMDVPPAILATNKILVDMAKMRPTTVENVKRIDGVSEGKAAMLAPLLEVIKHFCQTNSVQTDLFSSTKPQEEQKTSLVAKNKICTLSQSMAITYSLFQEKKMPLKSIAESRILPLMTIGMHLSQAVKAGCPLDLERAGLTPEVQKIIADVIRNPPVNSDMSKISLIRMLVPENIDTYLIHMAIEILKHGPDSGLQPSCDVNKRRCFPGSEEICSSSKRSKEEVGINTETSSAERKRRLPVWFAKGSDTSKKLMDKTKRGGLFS
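Enzyme (20 nM final) and test compound sit together 15 min at room temperature before substrate addition. Substrate is a single-forked duplex oligonucleotide (100 nM) labelled with fluorophore and quencher, with 2 mM ATP; helicase unwinding raises red fluorescence, read kinetically.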
KB-3-1 tox: KB-3-1 parental cell cytotoxicity; KB-3-1 viability, CellTiter-Glo ATP luminescence, 72 h; Potency, µM (top dose mostly 46.1 µM), without a hit: at the highest dose activity change, negative = cytotoxic, hits mostly cytotoxic; 1.4% of 400,000 active; note: potency is the fitted concentration of half-maximal effect; % is set by controls: 0 for no effect and ±100 for the full control effect; nearly all actives have a fitted effect of over 60% in size
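Screening of KB-3-1 cells (DMEM, 10% FBS, phenol-red free) ran from lowest to highest compound concentration; after 72 h at 37 °C viability was read luminescently and curves fitted.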
MCF10A rereplic: induces DNA re-replication in MCF 10a normal breast cells | Potency, µM (top dose mostly 46.1 µM), inactives show top-dose activity, positive = re-replication, most hits filed as activators | 2.9% of 350,000 active | MCF 10A DNA re-replication, Hoechst nuclear intensity, 48 h; note: potency is the fitted concentration of half-maximal effect; % of control where 0% means no effect; nearly all actives have a fitted effect of over 50% in size
Starred values were filed as active, the others as inactive; i = inactive; ? = inconclusive; / = no result given; & = joins results of further samples; [ ] = remark or other dose. Unless noted, calls come from the whole dose curve; as a rule, active = well fitted curve in the direction sought with a large enough effect; inconclusive = small, poorly fitted or top-dose-only effect, or another doubt; inactive = no such curve, though single readings can be large; an effect the other way counts as inactive or inconclusive.

1: O=C1CC(N2CCN(C3CCc4ccccc4C3)CC2)C(=O)N1c1ccccc1 (stereo not given)
2: CCC(C)C(=O)Nc1nc(C)c(-c2csc(Nc3ccccc3OC)n2)s1 (stereo not given)
3: CS(=O)(=O)c1ccc(Cl)c(NC(=O)COC(=O)c2ncc(Cl)c(Cl)c2Cl)c1
4: CCCCCCCCOC(=O)C[N+](C)(C)C/C=C(/C)Cl
5: COc1ccc(CN(C)C(=O)c2ccc3c(=O)n4c(nc3c2)CCC4)c(OC)c1
6: C=CCN(CC=C)S(=O)(=O)c1ccc(C(=O)Nc2nc3c(s2)CCc2ccccc2-3)cc1
7: CCS(=O)(=O)N1CCN(C(=O)c2cccc3ccccc23)CC1
8: COc1cc(=O)n(C)c2c(OCC(O)C(C)(C)O)cccc12 (stereo not given)

assay / entry	1	2	3	4	5	6	7	8
SW480 rerep	12%	12%	-4%	-2%	1%	15µM*	-1%	-46%[inhibitor]
HT1080 IDH1KD tx	0%	-16%	-2%	-14%	-1%	15µM*	10%	-5%
KB-V1 cytotox	0%	-6%	0%	?	?	-28%	-11%	-2%
ATXN2 expr inh	-7%	-10%	7%	/	6%	?	-12%	5%
IL-1B inflam inh	28	-13	?	-18	-21	29	15	-11
HT1080-NT tox	-3%	1%	-1%	-4%	5%	?	1%	17%
WRN inhibitor	-1%	-2%	19%	5%	-4%	-9%[57.1 µM]	6%	5%
KB-3-1 tox	0%	-25%	2%	1%	?	-13%	-2%	0%
MCF10A rereplic	7%	?	1%	7%	7%	?	?	-20%

9: COC(=O)C(C)n1cnc2c(nnn2-c2cccc(Cl)c2)c1=O (stereo not given)
10: O=C(Nc1nc2c(Cl)cccc2s1)C1CC1
11: COc1cccc(Nc2ncnc3nc[nH]c23)c1
12: COc1ccc(N2CCN(C(=O)COC(=O)c3c(-c4ccccc4)noc3C)CC2)cc1
13: CCOC(=O)c1c(NC(=O)c2c(C(=O)O)cccc2[N+](=O)[O-])sc2c1CCCC2
14: COc1ccc(C(=O)c2c(C)oc3ccc(O)cc23)cc1
15: CCCCCC[C@@H]([C@@H](C)O)n1cnc2c(N)ncnc21
16: O=C(O)C1CCCCC1C(=O)Nc1ccc2c(c1)OCO2 (stereo not given)

assay / entry	9	10	11	12	13	14	15	16
SW480 rerep	-6%	-9%	-10%	-12%	-1%	-5%	-56%[inhibitor]	4%
HT1080 IDH1KD tx	2%	-1%	2%	-1%	0%	-7%	-9%	10%
KB-V1 cytotox	8%	21%	0%	-15%	17%	0%	-17%	0%
ATXN2 expr inh	4%	/	26%	/	4%	-6%	8%	12%
IL-1B inflam inh	?	-8	91	-8	-10	0	1	56
HT1080-NT tox	23%	1%	18%	0%	-1%	0%	0%	2%
WRN inhibitor	-5%	0%	-6%	8%	-18%	3%	-12%	-26%
KB-3-1 tox	?	?	-10%	0%	9%	3%	-1%	-2%
MCF10A rereplic	4%	-7%	11%	0%	16%	3%	?	-2%

17: CC(=O)Nc1cccc(C(=O)O)n1
18: O=C(Nc1ccccc1)c1ccccc1Br
19: CC(C)[C@H](NC(=O)N1CCn2c1nc1ccccc12)C(=O)NCCc1ccccc1
20: NC(=O)N/N=C/c1sc(=O)n(-c2ccccc2)c1Cl
21: CCOC(=O)c1ccccc1NC(=O)N1CCn2c(C)ccc2C1CC (stereo not given)
22: Cc1ccc(NC(=O)Cn2nnc(C(=O)NCc3ccc(Cl)cc3)c2N)cc1F
23: CC1CCCC(C)N1/N=C/c1ccc([N+](=O)[O-])cc1 (stereo not given)
24: O=C(COc1ccc2cc(-c3ccccc3)c(=O)oc2c1)NCC1CCC(C(=O)O)CC1 (stereo not given)

assay / entry	17	18	19	20	21	22	23	24
SW480 rerep	0%	/	1%	0%	3%	1%	12%	-8%
HT1080 IDH1KD tx	25%	11%	-13%	0%	8%	-10%	0%	-2%
KB-V1 cytotox	8%	4%	-21%	?	12%	5%	7%	0%
ATXN2 expr inh	/	25%	-1%	29%	-6%	1%	0%	2%
IL-1B inflam inh	0	9	-19	31	1	11	-16	-4
HT1080-NT tox	?	-1%	-3%	11%	6%	0%	19%	-4%
WRN inhibitor	-7%	-13%	2%	-4%	4%	-16%	2%	0%
KB-3-1 tox	-4%	0%	?	-30%	-2%	7%	-3%	0%
MCF10A rereplic	-3%	/	16%	0%	9%	-1%	5%	-6%

Random excerpt: 4 records from the list
22: Cc1ccc(NC(=O)Cn2nnc(C(=O)NCc3ccc(Cl)cc3)c2N)cc1F
21: CCOC(=O)c1ccccc1NC(=O)N1CCn2c(C)ccc2C1CC (stereo not given)
19: CC(C)[C@H](NC(=O)N1CCn2c1nc1ccccc12)C(=O)NCCc1ccccc1
20: NC(=O)N/N=C/c1sc(=O)n(-c2ccccc2)c1Cl

assay / entry	22	21	19	20
SW480 rerep	1%	3%	1%	0%
HT1080 IDH1KD tx	-10%	8%	-13%	0%
KB-V1 cytotox	5%	12%	-21%	?
ATXN2 expr inh	1%	-6%	-1%	29%
IL-1B inflam inh	11	1	-19	31
HT1080-NT tox	0%	6%	-3%	11%
WRN inhibitor	-16%	4%	2%	-4%
KB-3-1 tox	7%	-2%	?	-30%
MCF10A rereplic	-1%	9%	16%	0%

Look-ups from the list:
Value for cpd 23 under HT1080-NT tox: 19%
Value for cpd 19 under HT1080 IDH1KD tx: -13%
Value for cpd 21 under IL-1B inflam inh: 1

Continued:
25: Cc1cc(C)cc(OCC(=O)OCC(=O)c2c(N)n(C)c(=O)n(C)c2=O)c1
26: O=C(CCCn1c(=O)[nH]c2ccccc2c1=O)NC1CCCCCC1
27: NC(=O)Nc1ccccc1C(=O)Nc1ccc2ccccc2c1
28: O=C(CSc1nnc(-c2ccccc2)n1-c1ccc(Cl)cc1)N/N=C/c1ccccc1C(=O)O
29: Cc1cc(C)n2nc(C(=O)N/N=C/c3cn(C)nc3C)nc2n1
30: O=C(COc1ncnc2ccc(Br)cc12)NCc1ccc2c(c1)OCO2
31: CC(=Nc1ccccc1C)C1=C(O)CSC1=O
32: O=C1NC(=O)c2c(NC(=O)C3CCCO3)cccc21 (stereo not given)

assay / entry	25	26	27	28	29	30	31	32
SW480 rerep	-1%	-5%	5%	-3%	-2%	-4%	3%	-4%
HT1080 IDH1KD tx	9%	0%	-2%	-16%	-1%	-12%	-6%	24%
KB-V1 cytotox	-3%	-9%	4%	12%	-13%	-3%	?	1%
ATXN2 expr inh	-2%	4%	/	-7%	/	-5%	-10%	3%
IL-1B inflam inh	-5	0	72	0	-4	24	-5	12
HT1080-NT tox	6%	8%	-4%	-8%	2%	-4%	-7%	0%
WRN inhibitor	6%	0%	-7%	-4%	1%	8%	-10%	-3%
KB-3-1 tox	-3%	11%	0%	-4%	1%	10%	7%	-2%
MCF10A rereplic	0%	1%	-5%	6%	0%	0%	4%	-5%

33: COc1nc(NCCN2CCOCC2)nc(Nc2ccccc2)n1
34: COc1ccc(NC(=O)CSc2nnc(Cn3c(=O)sc4ccccc43)n2C)cc1
35: N#Cc1c(N)nc(SCc2ccccc2)c(C#N)c1-c1ccco1
36: CCOC(=O)N/N=C\c1ccc(OC/C=C/c2ccccc2)c(OC)c1
37: CCOC(=O)c1ccc(N2C(=O)C(CC(=O)NC)N(CCc3ccc(OC)c(OC)c3)C2=S)cc1 (stereo not given)
38: CC(=O)c1cc(-c2ccccc2)n(CC(=O)NCc2cccs2)c1C
39: Cc1ccccc1CN1[C@@H](Cc2ccccc2)COCCS1(=O)=O
40: CCN(C1CCS(=O)(=O)C1)S(=O)(=O)c1ccc2ccccc2c1 (stereo not given)

assay / entry	33	34	35	36	37	38	39	40
SW480 rerep	-5%	-6%	-3%	0%	7%[1.84 µM]	-2%	-5%	-271%[inhibitor]
HT1080 IDH1KD tx	5%	4%	8%[9.24 µM]	5%	-23%	-8%	7%	-2%
KB-V1 cytotox	26%	27%	-7%	?	18%	?	0%	0%
ATXN2 expr inh	37%	7%	-13%	15%	9%	-18%	-7%	3%
IL-1B inflam inh	8	36	-73*	i	?	6	-14	-4
HT1080-NT tox	9%	4%	?	7%	-18%	-3%	0%	-14%
WRN inhibitor	3%	-3%	-20%[57.1 µM]	-15%	-6%[57.1 µM]	-23%	-2%	10%
KB-3-1 tox	3%	5%	?	-16%	7%	-5%	6%	-9%
MCF10A rereplic	-17%	-19%	16%	?	21µM*	0%	?	1%

41: COC(=O)C1C(=O)c2c(C)noc2CC1(C)C (stereo not given)
42: Cc1cc(O)c(-c2cc(C(=O)Nc3sc4c(c3C(=O)NCc3ccco3)CCC4)[nH]n2)cc1C
43: CN(C)c1nc(N(C)C)nc(N(C)C)n1
44: O=C(c1cccc(NS(=O)(=O)c2ccccc2)c1)N1CCCC1
45: CCC(Sc1nc2ncnc(N)c2[nH]1)C(=O)O (stereo not given)
46: CC(C)CN(C(=O)c1ccc(=O)n(C)n1)c1c(N)n(Cc2ccccc2)c(=O)[nH]c1=O
47: CCCCCOc1ccc(Cn2ccnc2)cc1[N+](=O)[O-]
48: COc1ccc(NC(=S)NCC2CCCO2)c(C)c1 (stereo not given)

assay / entry	41	42	43	44	45	46	47	48
SW480 rerep	-1%	?	-2%	-4%	-8%	-6%	-158%[inhibitor]	-7%
HT1080 IDH1KD tx	12%	-3%	0%	-4%	7%	4%	-2%	2%
KB-V1 cytotox	?	-20%	13%	-9%	5%	14%	-2%	-9%
ATXN2 expr inh	-13%[11.3 µM]	3%	-11%&-4%&6%	-9%	-11%	-5%	/	0%
IL-1B inflam inh	11	-28	-16	30	4	9	-11	-2
HT1080-NT tox	13%	-1%	0%	-5%	6%	3%	-21%	-11%
WRN inhibitor	-5%	-5%	-13%	-9%	7%	5%	-1%	9%
KB-3-1 tox	-1%	-33%	0%	4%	12%	3%	-2%	-3%
MCF10A rereplic	0%	?	7%	?	-4%	-3%	?	-1%

Assay outcomes from PubChem.
